Compound activity from PubChem BioAssay.
CR mimetic SO: yeast age-related superoxide inhibition as caloric restriction mimetic; S. cerevisiae aged cells, superoxide DHE fluorescence; hits give low values; superoxide response (% of plate mean), % at 10 µM; AID 2690; 0.18% of 330,000 active;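 active = superoxide response under a set limit, about three screen SD below normal, cut at about 65% in these data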;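 also: yeast aged for seven days with compound at 30 °C before DHE staining; 100% = average MFI of all compound-treated wells on the plate with controls excluded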
Fam108B counter: Fam108B inhibition, counter-screen for RBBP9 inhibitors | 0.33% of 300,000 active | inhibition, % at 9.51 µM | AID 1947 | recombinant Fam108B, FP-Rh probe fluorescence polarization;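 active = inhibition above the screen mean inhibition plus 3 SD, computed separately per campaign, cut at about 18% in these data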;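 also: inhibitors lower polarization as less probe binds the enzyme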
EBNA-1 inh: blocks EBNA-1 binding to DNA. inhibition, % at 14.8 µM. 0.34% of 300,000 active. EBNA-1 DNA binding, fluorescence polarization; in the data active = inhibition above about 28%
MEX-5 binding: C. elegans MEX-5 TCR-2 RNA binding activity; Q9XUB2; MEX-5/FITC-TCR2 RNA binding, fluorescence polarization; hits give low values; activity score (negative = inhibition of binding), % at 10 µM; 0.38% of 300,000 active; AID 1832;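 active = inhibition past about -25% in most replicates, and total fluorescence under double the plate's negative control median, limit read from the data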;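 also: 0% = DMSO and -100% = 5 µM competing unlabeled TCR2 RNA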
Target sequence (Q9XUB2 whole entry, looked up): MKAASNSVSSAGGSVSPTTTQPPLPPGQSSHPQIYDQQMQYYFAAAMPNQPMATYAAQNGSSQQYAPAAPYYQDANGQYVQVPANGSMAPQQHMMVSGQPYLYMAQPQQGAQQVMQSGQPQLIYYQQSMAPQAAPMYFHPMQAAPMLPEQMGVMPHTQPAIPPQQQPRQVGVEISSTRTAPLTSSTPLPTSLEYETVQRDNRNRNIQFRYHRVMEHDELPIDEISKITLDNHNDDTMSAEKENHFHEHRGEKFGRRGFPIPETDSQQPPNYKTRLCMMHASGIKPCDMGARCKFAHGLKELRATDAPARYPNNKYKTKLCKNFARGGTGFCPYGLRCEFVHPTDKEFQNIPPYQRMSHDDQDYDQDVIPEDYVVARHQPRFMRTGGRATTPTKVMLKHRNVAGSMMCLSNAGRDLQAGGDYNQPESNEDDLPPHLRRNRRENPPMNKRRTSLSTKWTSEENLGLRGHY
MCL1 BIM primary: MCL1-BIM-BH3 interaction inhibition (human) | GST-MCL1 / FITC-Bim-BH3 fluorescence polarization | inhibition, % at 10.9 µM | 0.68% of 320,000 active;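 active = inhibition above the mean inhibition of all tested compounds plus 3 SD, set per campaign, cut at about 40% in these data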;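 also: 0% = DMSO wells and 100% = unlabeled Bim-BH3 peptide control; higher means more loss of mP so more displacement of Bim peptide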
GLD-1 TGE inh: GLD-1-TGE RNA interaction inhibition (C. elegans) | Q17339 | purified GLD-1 + fluorescein TGE RNA, fluorescence polarization | inhibition, % at 5.96 µM | 0.44% of 320,000 active;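 active = percent inhibition above a per-plate cutoff, the plate mean of test compounds plus 3 SD, cut at about 30% in these data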;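 also: 0% = DMSO wells with GLD-1 and probe and 100% = wells lacking GLD-1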
Bcl-xL primary: blocks human Bcl-xL binding to Bim BH3 peptide | Q07817 | GST-Bcl-xL / FITC-Bim BH3 peptide fluorescence polarization | inhibition, % at 10.9 µM | 0.7% of 320,000 active | AID 2129;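 active = inhibition above the mean of all tested compounds plus 3 SD, cutoff set per campaign, cut at about 30% in these data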;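 also: 0% = DMSO wells and 100% = unlabeled Bim-BH3 peptide competitor; inhibitors lower millipolarization by displacing the labeled peptide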
Target sequence (Q07817 whole entry, looked up): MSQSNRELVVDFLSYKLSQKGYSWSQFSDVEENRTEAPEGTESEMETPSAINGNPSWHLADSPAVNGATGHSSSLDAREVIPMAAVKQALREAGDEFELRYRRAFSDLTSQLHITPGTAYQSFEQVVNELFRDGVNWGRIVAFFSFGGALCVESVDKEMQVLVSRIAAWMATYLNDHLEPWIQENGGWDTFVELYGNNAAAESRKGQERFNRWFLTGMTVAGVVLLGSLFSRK
ZTA counter: blocks Epstein-Barr virus ZTA, an EBNA-1 counter-screen | inhibition, % at 11 µM | ZTA-DNA binding, fluorescence polarization | P03206 | 0.15% of 320,000 active | AID 2234; in the data active = inhibition above about 33%
Target sequence (P03206 whole entry, looked up): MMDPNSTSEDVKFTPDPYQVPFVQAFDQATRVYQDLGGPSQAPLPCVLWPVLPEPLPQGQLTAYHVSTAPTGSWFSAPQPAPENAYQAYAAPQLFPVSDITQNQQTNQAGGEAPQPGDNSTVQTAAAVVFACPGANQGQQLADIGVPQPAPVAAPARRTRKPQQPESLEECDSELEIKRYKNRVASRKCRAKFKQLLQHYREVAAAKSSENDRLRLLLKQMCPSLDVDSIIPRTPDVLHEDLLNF
Efflux pump inh: inhibitors of Candida antifungal efflux pumps expressed in yeast; S. cerevisiae Candida pump triplex, Nile Red efflux; inhibition, % at 10 µM; 0.44% of 330,000 active; AID 485275;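 active = plate passing quality check with inhibition over a set limit, or well fluorescence over plate mean plus 4 SD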;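 also: Nile Red retained in pooled yeast measured as flow cytometry median fluorescence; 0% = buffer negative control and 100% = Enniatin B positive control; higher means more Nile Red kept so more efflux inhibition; some compounds called inactive have numbers as strong as hits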
Active calls of the source: *.

Sample of the layout (two entries):
What do the screens show for `N#Cc1nc(COc2cccc(Cl)c2)oc1N1CCN(c2ccccc2)CC1`?
CR mimetic SO: 113; Fam108B counter: 3; EBNA-1 inh: 9; MEX-5 binding: -2.2; MCL1 BIM primary: -2; GLD-1 TGE inh: 4; Bcl-xL primary: 0; ZTA counter: 5; Efflux pump inh: -0.1

Results for COc1ccc(Oc2nc(OC)cc(OC)n2)cc1 ?
CR mimetic SO: 101; Fam108B counter: 1; EBNA-1 inh: 10; MEX-5 binding: 1.4; MCL1 BIM primary: -7; GLD-1 TGE inh: -1; Bcl-xL primary: 2; ZTA counter: 5; Efflux pump inh: 0.0

Main list, repeating the preview:
What do the screens show for `N#Cc1nc(COc2cccc(Cl)c2)oc1N1CCN(c2ccccc2)CC1`?
CR mimetic SO: 113; Fam108B counter: 3; EBNA-1 inh: 9; MEX-5 binding: -2.2; MCL1 BIM primary: -2; GLD-1 TGE inh: 4; Bcl-xL primary: 0; ZTA counter: 5; Efflux pump inh: -0.1

Results for COc1ccc(Oc2nc(OC)cc(OC)n2)cc1 ?
CR mimetic SO: 101; Fam108B counter: 1; EBNA-1 inh: 10; MEX-5 binding: 1.4; MCL1 BIM primary: -7; GLD-1 TGE inh: -1; Bcl-xL primary: 2; ZTA counter: 5; Efflux pump inh: 0.0

What do the screens show for `Cc1ccc2c(c1)COc1c3ccc(C(=O)NC(C)C)cc3nn1-2`?
CR mimetic SO: 105; Fam108B counter: 2; EBNA-1 inh: 7; MEX-5 binding: 2.3; MCL1 BIM primary: 3; GLD-1 TGE inh: -6; Bcl-xL primary: 0; ZTA counter: -5; Efflux pump inh: 0.0

What do the screens show for `Cc1ccccc1C(=O)NC1CCN(C(=O)N2CCOCC2)CC1`?
CR mimetic SO: 86; Fam108B counter: 3; EBNA-1 inh: 7; MEX-5 binding: -1.1; MCL1 BIM primary: 4; GLD-1 TGE inh: -2; Bcl-xL primary: -1; ZTA counter: 8; Efflux pump inh: 0.0

What do the screens show for `O=C(CN(c1cccc([N+](=O)[O-])c1)S(=O)(=O)c1ccccc1)NCc1ccccc1`?
CR mimetic SO: 89; Fam108B counter: -3; EBNA-1 inh: -12; MEX-5 binding: -0.7; MCL1 BIM primary: 7; GLD-1 TGE inh: -2; Bcl-xL primary: 9; ZTA counter: 17; Efflux pump inh: -0.1

How did CC(=O)Nc1cc(C(=O)N2CCCC2)ccc1Sc1ccc(C)cc1 do in these assays?
CR mimetic SO: 97; Fam108B counter: 6; EBNA-1 inh: 15; MEX-5 binding: 0.8; MCL1 BIM primary: 1; GLD-1 TGE inh: 0; Bcl-xL primary: 5; ZTA counter: 8; Efflux pump inh: -0.1

Results for O=C1N(Cc2cccc(Cl)c2)C[C@@H]2C[C@@H](c3ccco3)N3CCC[C@@]123 ?
CR mimetic SO: 99; Fam108B counter: 1; EBNA-1 inh: -7; MEX-5 binding: 1.2; MCL1 BIM primary: -3; GLD-1 TGE inh: -4; Bcl-xL primary: 1; ZTA counter: 7; Efflux pump inh: 0.0

How did CCCCn1c(SCC(=O)NC(C)(C)C)nnc1-c1ccco1 do in these assays?
CR mimetic SO: 110; Fam108B counter: -4; EBNA-1 inh: -2; MEX-5 binding: -1.8; MCL1 BIM primary: 6; GLD-1 TGE inh: -3; Bcl-xL primary: 4; ZTA counter: 0; Efflux pump inh: -0.2

How did Cc1cccc(S(=O)(=O)Nc2ccc3c(c2)OCCO3)c1 do in these assays?
CR mimetic SO: 100; Fam108B counter: 1; EBNA-1 inh: -13; MEX-5 binding: -0.3; MCL1 BIM primary: -1; GLD-1 TGE inh: -4; Bcl-xL primary: 2; ZTA counter: -14; Efflux pump inh: 0.3

Results for CCOc1ccc(NS(=O)(=O)c2ccc3c(c2)CCN3C(=O)CCC(=O)O)cc1 ?
CR mimetic SO: 134; Fam108B counter: -1; EBNA-1 inh: -14; MEX-5 binding: 0.0; MCL1 BIM primary: -1; GLD-1 TGE inh: 8; Bcl-xL primary: 1; ZTA counter: -4; Efflux pump inh: 0.4

Results for O=C1c2cccc3cccc(c23)N1CN1CCN(c2ccccn2)CC1 ?
CR mimetic SO: 102; Fam108B counter: 0; EBNA-1 inh: -9; MEX-5 binding: 1.2; MCL1 BIM primary: 5; GLD-1 TGE inh: -11; Bcl-xL primary: 4; ZTA counter: -7; Efflux pump inh: 0.0

Results for O=C(NC1CCCCC1)N1CCN(S(=O)(=O)c2ccc(F)cc2)CC1 ?
CR mimetic SO: 121; Fam108B counter: -4; EBNA-1 inh: -7; MEX-5 binding: 0.1; MCL1 BIM primary: -1; GLD-1 TGE inh: 8; Bcl-xL primary: 5; ZTA counter: -5; Efflux pump inh: 0.3

What do the screens show for `Cc1cc(Nc2ccc(Br)cc2)nc(-c2ccccc2O)n1`?
CR mimetic SO: 93; Fam108B counter: -12; EBNA-1 inh: 4; MEX-5 binding: 1.3; MCL1 BIM primary: 7; GLD-1 TGE inh: 5; Bcl-xL primary: 6; ZTA counter: 16; Efflux pump inh: 0.3

Results for CC1(C)Cc2[nH]c3ccccc3c2C(C)(C)N1 ?
CR mimetic SO: 106; Fam108B counter: 0; EBNA-1 inh: 3; MEX-5 binding: 0.4; MCL1 BIM primary: 5; GLD-1 TGE inh: -6; Bcl-xL primary: 6; ZTA counter: 8; Efflux pump inh: -0.3

How did COC(=O)/C=C1\N/C(=N\c2nc(C)cc(C)n2)N(c2ccc(C)cc2)C1=O do in these assays?
CR mimetic SO: 100; Fam108B counter: 1; EBNA-1 inh: -4; MEX-5 binding: -0.5; MCL1 BIM primary: 9; GLD-1 TGE inh: 5; Bcl-xL primary: 3; ZTA counter: -8; Efflux pump inh: 0.3

What do the screens show for `COc1ccccc1CNC(=O)CCNC(=O)C1CCN(S(=O)(=O)c2ccccc2)CC1`?
CR mimetic SO: 99; Fam108B counter: -1; EBNA-1 inh: -1; MEX-5 binding: -1.7; MCL1 BIM primary: -3; GLD-1 TGE inh: -4; Bcl-xL primary: 0; ZTA counter: 13; Efflux pump inh: -0.3

How did CCN(CC)c1ccc(C(=O)OCC(=O)NCC2CCCO2)cc1 (configuration not stated) do in these assays?
CR mimetic SO: 103; Fam108B counter: -1; EBNA-1 inh: -17; MEX-5 binding: -0.2; MCL1 BIM primary: 3; GLD-1 TGE inh: 13; Bcl-xL primary: 3; ZTA counter: -14; Efflux pump inh: 0.0

Results for O=C(c1ccco1)N1CCN(c2cc(C(F)(F)F)nc3ncnn23)CC1 ?
CR mimetic SO: 88; Fam108B counter: 1; EBNA-1 inh: 0; MEX-5 binding: -1.0; MCL1 BIM primary: -5; GLD-1 TGE inh: 2; Bcl-xL primary: 0; ZTA counter: 1; Efflux pump inh: 0.0

Results for COc1ccc(-c2cc(=O)oc3cc(OC(C)C(=O)O)ccc23)cc1 (configuration not stated) ?
CR mimetic SO: 104; Fam108B counter: -1; EBNA-1 inh: 6; MEX-5 binding: -0.5; MCL1 BIM primary: 0; GLD-1 TGE inh: 4; Bcl-xL primary: 0; ZTA counter: -10; Efflux pump inh: -0.1

What do the screens show for `O=C(O)C(O)Cc1c[nH]c2ccccc12` (configuration not stated)?
CR mimetic SO: 118; Fam108B counter: -4; EBNA-1 inh: -14; MCL1 BIM primary: -6; GLD-1 TGE inh: 4; Bcl-xL primary: -2; ZTA counter: 3; Efflux pump inh: 0.2

Results for CCCc1nnc(NC(=O)CCCC(=O)O)s1 ?
CR mimetic SO: 92; Fam108B counter: 1; EBNA-1 inh: 9; MEX-5 binding: -0.4; MCL1 BIM primary: -3; GLD-1 TGE inh: 3; Bcl-xL primary: 1; ZTA counter: -5; Efflux pump inh: -0.1

How did CCC(=O)C(C#N)(c1ccc(OC)c(OC)c1)C(C)C (configuration not stated) do in these assays?
CR mimetic SO: 101; MCL1 BIM primary: 0; GLD-1 TGE inh: -2; Bcl-xL primary: 5; ZTA counter: -16; Efflux pump inh: -0.1

What do the screens show for `Cc1ccnc(SCCn2c(N3CCN(Cc4ccccc4)CC3)nc3c2c(=O)[nH]c(=O)n3C)n1`?
CR mimetic SO: 95; Fam108B counter: -1; EBNA-1 inh: 1; MEX-5 binding: -1.8; MCL1 BIM primary: 5; GLD-1 TGE inh: 5; Bcl-xL primary: 2; ZTA counter: 9; Efflux pump inh: -0.1

What do the screens show for `Cc1ccc(N(CC(=O)NCc2ccco2)C(=O)CNS(=O)(=O)c2ccccc2)c(C)c1`?
CR mimetic SO: 103; Fam108B counter: 1; EBNA-1 inh: -12; MEX-5 binding: 1.5; MCL1 BIM primary: 42*; GLD-1 TGE inh: -3; Bcl-xL primary: 6; ZTA counter: 2; Efflux pump inh: 0.3

Results for CCCc1nc2c(s1)CCc1onc(-c3cccc([N+](=O)[O-])c3)c1-2 ?
Fam108B counter: 1; EBNA-1 inh: 2; MEX-5 binding: 1.3; MCL1 BIM primary: -6; GLD-1 TGE inh: 2; Bcl-xL primary: -1; ZTA counter: -14

Results for CCOc1ccc(C(=O)NCc2ccco2)cc1Cl ?
CR mimetic SO: 92; Fam108B counter: 0; EBNA-1 inh: 6; MEX-5 binding: -0.1; MCL1 BIM primary: 8; GLD-1 TGE inh: 2; Bcl-xL primary: 4; ZTA counter: -13; Efflux pump inh: -0.1

What do the screens show for `COc1cccc(SCc2noc(C(=O)NCC3CC3)c2C(=O)NCC2CC2)c1`?
CR mimetic SO: 93; Fam108B counter: 7; EBNA-1 inh: 5; MEX-5 binding: 3.6; MCL1 BIM primary: 7; GLD-1 TGE inh: 8; Bcl-xL primary: 9; ZTA counter: -11; Efflux pump inh: -0.2

What do the screens show for `COc1ccc(NC(=O)c2ccc(S(=O)(=O)C(F)F)cc2)c(OC)c1`?
CR mimetic SO: 84; Fam108B counter: 0; EBNA-1 inh: -1; MEX-5 binding: -0.5; MCL1 BIM primary: 4; GLD-1 TGE inh: 4; Bcl-xL primary: 2; ZTA counter: 15; Efflux pump inh: 0.0

What do the screens show for `CCN(c1ccccc1)S(=O)(=O)c1ccc(NC(=S)NC(=O)c2cccs2)cc1`?
CR mimetic SO: 91; Fam108B counter: -25; EBNA-1 inh: 5; MEX-5 binding: -3.2; MCL1 BIM primary: 14; GLD-1 TGE inh: 6; Bcl-xL primary: 10; ZTA counter: -3; Efflux pump inh: 0.0

What do the screens show for `Cc1cccc(N(CC(N)=O)S(C)(=O)=O)c1C`?
CR mimetic SO: 105; Fam108B counter: -2; EBNA-1 inh: -10; MEX-5 binding: 1.5; MCL1 BIM primary: -10; GLD-1 TGE inh: -2; Bcl-xL primary: -12; ZTA counter: -3; Efflux pump inh: 0.3

What do the screens show for `C=CCNC(=O)c1cc(-c2ccccc2O)on1`?
CR mimetic SO: 87; Fam108B counter: 0; EBNA-1 inh: -5; MEX-5 binding: -1.0; MCL1 BIM primary: 2; GLD-1 TGE inh: -2; Bcl-xL primary: 2; ZTA counter: -13; Efflux pump inh: -0.2

Results for CN(C)/C=N/NC(=O)c1ccccc1Cl ?
CR mimetic SO: 92; Fam108B counter: 3; EBNA-1 inh: 11; MEX-5 binding: 0.1; MCL1 BIM primary: -1; GLD-1 TGE inh: 7; Bcl-xL primary: -1; ZTA counter: -2; Efflux pump inh: 0.1

Results for c1cc(CNc2ccc3c(c2)OCCO3)ccn1 ?
CR mimetic SO: 100; Fam108B counter: 0; EBNA-1 inh: 0; MEX-5 binding: 2.7; MCL1 BIM primary: 1; GLD-1 TGE inh: 1; Bcl-xL primary: 12; ZTA counter: -19; Efflux pump inh: -0.1

How did CC(=O)C(Cc1ccccc1)(Cc1ccccc1)C(C)=O do in these assays?
CR mimetic SO: 102; Fam108B counter: -4; EBNA-1 inh: -3; MEX-5 binding: 0.6; MCL1 BIM primary: 3; GLD-1 TGE inh: -7; Bcl-xL primary: 4; ZTA counter: 2; Efflux pump inh: 0.1
